# TGFb inhibitor = qHTS for Inhibitors of TGF-b. HepG2 CAGA-GFP TGF-b/SMAD3 reporter, GFP fluorescence, 18 h; TGF-beta stimulated, 500 pg/mL final. Potency, µM (highest dose often 46.1 µM), for inactives: at the top dose activity, negative = inhibition, usual class: inhibitors. 410,000 tested, 1.2% active; note: potency is the fitted concentration of half-maximal effect; % is set by controls: 0 for no effect and ±100 for the full control effect; nearly all actives have a fitted effect of over 65% in size
#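 Using HEPG2 CAGA-GFP reporter cells at 1000 cells/well, we pinned test compounds, stimulated with recombinant TGF-beta (500 pg/mL final) and measured total well GFP after 18 h.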
# HepG2 viability = qHTS for Inhibitors of TGF-b: Cytotox Counterscreen | HepG2 CAGA-GFP viability, ATP luminescence, 18 h | Potency, µM (series often up to 46.1 µM), without a hit: at the top dose activity change, negative = cytotoxicity, actives largely listed as cytotoxic | 410,000 tested, 0.76% active; note: potency is the fitted concentration of half-maximal effect; some results filed as inactive show a strong effect at the top dose
#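 CellTiter-Glo luminescence gave cytotoxicity after 18 hours at 37 degrees C. The cells were HepG2 CAGA-GFP in 1% FBS DMEM, stimulated with 500 pg/mL TGF-beta after compound addition. %Activity was normalised to no-cell wells (complete cell-killing) and DMSO (no toxicity), and curves were fitted and classified.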
# A549 tox = Nrf2 qHTS screen for inhibitors: counterscreen for cytotoxicity; A549 ARE-Fluc cells, CellTiter-Fluor viability, 18-24 h; Potency, µM (series often up to 46 µM), for inactives: at the top dose activity change, negative = cytotoxicity, actives largely listed as inhibitors; 390,000 tested, 0.16% active; AID 504648, 2011; note: potency is the fitted concentration of half-maximal effect; % is set by controls: 0 for no effect and ±100 for the full control effect
#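 A549 ARE-Fluc cells in 5% FBS OPTI-MEM, 5000 cells/well, rested 2 h then exposed to compounds in concentration-response for 18-24 h at 37 °C. Viability by CellTiter-Fluor fluorescence (Ex 405/Em 525) after 30 min; luciferase luminescence (BugLite, 15 min, RT) read afterwards.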
# Nrf2 activator = qHTS of Nrf2 Activators; AREc32 ARE-luciferase reporter (MCF7-derived line), luminescence, 24 h; Potency, µM (series often up to 46.1 µM), inactives show at the highest dose activation, actives largely listed as activators; 410,000 tested, 0.31% active; AID 624171, 2012; note: potency is the fitted concentration of half-maximal effect; % of control where 0% means no effect; nearly all actives have a fitted effect of over 65% in size
#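 Luciferase luminescence (Steady-Glo, 30 min at room temperature) served as the read-out of ARE activation in AREc32 cells treated with compounds for 24 hr at 37 deg C.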
# Nrf2 block = Nrf2 qHTS screen for inhibitors | Potency, µM (titrated, usually from 46 µM), for the others: at the highest dose activity change, negative = inhibition, hits mostly inhibitors | A549 ARE-Fluc reporter, luciferase luminescence, 18-24 h | 360,000 tested, 2.1% active; note: potency is the fitted concentration of half-maximal effect; % is set by controls: 0 for no effect and ±100 for the full control effect; nearly all actives have a fitted effect of over 60% in size
#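 Two sequential reads on A549 ARE_Fluc cells exposed to compound for 18-24 h: a CellTiter-Fluor fluorescence read for viability, then a luciferase luminescence read for Nrf2/ARE activity.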
# Mm-Cpn inhibitor = Inhibitors of TCP-1 ring complex (TRiC) of Methanococcus maripaludis (MmCpn): qHTS; 330,000 tested, 0.031% active; AID 504842, 2011; Potency, µM (highest dose often 76.9 µM), without a hit: at the top dose activity, negative = inhibition, actives largely listed as inhibitors; purified Mm-Cpn ATPase, ADP Transcreener TR-FRET; note: potency is the fitted concentration of half-maximal effect; % is set by controls: 0 for no effect and ±100 for the full control effect; nearly all actives have a fitted effect of over 80% in size
#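 Eu-cryptate anti-ADP/ADP-d2 competition gives a ratio inversely related to ADP. Enzyme at 25 nM was pre-exposed to compound for 10 min, then given 10 uM ATP for 30 min, 37°C throughout.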
# pAkt inh = HTS Assay for Inhibitors of Akt Phophorylation: Primary Screen. Neuro2A IGF-stimulated pAkt S473 HTRF, 20 min; stronger effect = lower value. activity change, % for hits at 50 µM. 360,000 tested, 0.32% active. AID 651550, 2012; in the data active = activity change below about -80%; inconclusive = mostly about -51% to -80%; note: % is set by controls: 0 for no effect and ±100 for the full control effect
#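 Neuro2A cells (4,500/well, DMEM with 0.5% FBS) were treated with compound at a single 50 µM final concentration, stimulated with 6 nM IGF for 20 min at 37 °C, and lysed. Phospho-Akt Ser473 was read by HTRF as 665/615 ratio ×10^4.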
# S2 tox = Viability Counterscreen for Primary qHTS for Inhibitors of ATXN expression; 400,000 tested, 0.49% active; S2 cells (HEK-293 line with an ATXN2-luciferase reporter) viability, CellTiter-Fluor protease fluorescence, 24 h; Potency, µM (doses to about 56.7 µM), usual class: cytotoxic; note: potency is the fitted concentration of half-maximal effect; nearly all actives have a fitted effect of over 40% in size
# CCT modulator = High-Throughput Screening for Modulators of Cytosolic Chaperonin Activity; activity change, % (concentration not given with the values), hits read low; 360,000 tested, 0.3% active; purified chaperonin ATPase assay, HTRF ADP detection, 30 min; in the data active = activity change below about -30%; note: % is set by controls: 0 for no effect and ±100 for the full control effect
#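 We incubate TRiC, 40 or 20 nM final, with library compounds at 76 uM and 10 uM ATP for 30 min at 37 °C. ADP formed is detected with Transcreener HTRF reagents after 30 min at room temperature.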
# * marks the source's active call; other numbers are inactive results; i = inactive; ? = inconclusive; . = not tested or not shown. Unless noted, calls come from the whole dose curve; as a rule, active = well fitted curve in the direction sought with a large enough effect; inconclusive = small, poorly fitted or top-dose-only effect, or another doubt; inactive = no such curve, though single readings can be large; an effect the other way counts as inactive or inconclusive.
# Under each structure – TGFb inhibitor | HepG2 viability | A549 tox | Nrf2 activator | Nrf2 block | Mm-Cpn inhibitor | pAkt inh | S2 tox | CCT modulator
1	Cc1ccc(CCNC(=O)CNS(=O)(=O)c2ccc3nc(C)sc3c2)cc1
 : 3.3% | 5.0% | 0.9% | 0.0% | -10.3% | -0.7% | i | i | -0.8
2	Cc1onc(-c2ccccc2Cl)c1C(=O)N1CCN(c2ccc(F)cc2)CC1
 : 15.3% | -4.5% | ? | 0.0% | ? | 2.9% | i | i | 1.3
3	Cc1ccc(-c2csc(=S)n2CC(=O)OCC(=O)NCc2ccco2)cc1
 : 9.5% | -23.3% | -19.2% | 16.1% | 18.4µM* | -3.3% | i | i | 1.4
4	O=C(COC(=O)c1cncc(Br)c1)Nc1ccc(N2CCCCC2)cc1
 : 16.0% | -7.1% | -1.1% | 5.7% | ? | -0.9% | i | i | -0.4
5	CCN(CC)CCCN1C(=O)C(=O)/C(=C(/O)c2ccc(OC)cc2)C1c1ccco1 (configuration not stated)
 : -1.0% | -3.1% | -6.0% | 3.4% | 4.6% | . | i | ? | -1.4
6	CC(=O)Cc1nsc(NC(=O)c2cn(-c3ccccc3)nc2-c2ccc(Br)cc2)n1
 : 3.9% | 4.5% | -20.7% | 0.0% | ? | -3.9% | . | . | -1.6
7	Cc1cc(C)cc(C(=O)Nc2ccncc2)c1
 : -6.9% | -41.7% | 2.6% | 2.4% | ? | 1.8% | i | i | -1.9
8	O=C(NCCc1ccc(O)c(Br)c1)c1ccc(Br)o1
 : . | . | . | 2.8% | . | . | i | i | -2.1
9	COc1ccc(-c2cc(C(=O)Oc3cccc(C)c3)c3cc(C)ccc3n2)cc1
 : -0.5% | -10.7% | 7.4% | 0.7% | ? | . | . | i | .
10	O=[N+]([O-])c1cc(/C=N/Nc2nc3ccccc3[nH]2)c(O)cc1O
 : ? | -11.2% | ? | 14.0% | -19.8% | -13.7% | i | i | -1.6
11	Cc1ccc(Sc2ncccc2N)cc1
 : 4.9% | 23.6% | -7.1% | 2.8% | -3.3% | . | i | i | -1.2
12	CCOc1ccc(/C=C(/C#N)c2nnc(N3CCOCC3)n2-c2ccccc2)cc1OC
 : 0.2% | -1.5% | -1.1% | -0.3% | 3.0% | . | i | i | -0.3
13	COC(=O)CN1C(=O)CSc2ccc(S(=O)(=O)N3CCOCC3)cc21
 : 1.1% | 3.3% | 2.5% | -0.6% | ? | . | . | . | .
14	CCn1c(C(Cc2ccccc2)NC(=O)COC)nc2ccccc21 (configuration not stated)
 : -13.1% | -6.2% | 10.7% | 1.1% | -27.2% | -1.0% | i | i | -0.5
15	O=c1oc2ccccc2cc1-c1cn2cc(Cc3ccc(Br)cc3)sc2n1
 : 2.7% | 0.9% | -0.4% | 1.8% | 26.4% | . | . | i | .
16	CCOc1ccc(CCN2C(=O)C(=O)N([C@@H](CC(C)C)CN3CCC[C@H]3CN3C(=O)C(=O)NC[C@@H]3CC(C)C)C[C@@H]2Cc2ccc(O)cc2)cc1
 : . | . | . | 4.2% | . | . | i | i | -1.1
17	CCN(c1ccc(C)cc1C)S(=O)(=O)c1nnc(NC(=O)c2ccccc2OC)s1
 : -1.4% | -33.9% | 2.4% | 4.4% | -6.8% | . | . | . | .
18	CC(C)(C)OC(=O)N1CCOCCOCCNCCOCCOCC1
 : 4.7% | 0.0% | -2.9% | 0.0% | -1.3% | 0.9% | i | ? | -2.0
19	COc1ccc(NC(=O)Cn2c(=O)n(CCc3ccccc3)c(=O)c3c4c(sc32)CCCC4)cc1
 : 1.5% | -2.1% | -13.6% | -0.7% | 2.0% | . | . | i | .
20	CCOc1ccc(C2=Nc3ccccc3C(c3ccc(N4CCOCC4)cc3)=NN2)cc1
 : 29.1% | -13.2% | -20.1% | -0.3% | -0.6% | -4.3% | i | ? | -3.6

# Taken from the listing (2 entries):
# Under each structure – TGFb inhibitor | HepG2 viability | A549 tox | Nrf2 activator | Nrf2 block | Mm-Cpn inhibitor | pAkt inh | S2 tox | CCT modulator
19	COc1ccc(NC(=O)Cn2c(=O)n(CCc3ccccc3)c(=O)c3c4c(sc32)CCCC4)cc1
 : 1.5% | -2.1% | -13.6% | -0.7% | 2.0% | . | . | i | .
20	CCOc1ccc(C2=Nc3ccccc3C(c3ccc(N4CCOCC4)cc3)=NN2)cc1
 : 29.1% | -13.2% | -20.1% | -0.3% | -0.6% | -4.3% | i | ? | -3.6

# 5 compounds drawn at random from those above, as already listed:
# Under each structure – TGFb inhibitor | HepG2 viability | A549 tox | Nrf2 activator | Nrf2 block | Mm-Cpn inhibitor | pAkt inh | S2 tox | CCT modulator
1	Cc1ccc(CCNC(=O)CNS(=O)(=O)c2ccc3nc(C)sc3c2)cc1
 : 3.3% | 5.0% | 0.9% | 0.0% | -10.3% | -0.7% | i | i | -0.8
15	O=c1oc2ccccc2cc1-c1cn2cc(Cc3ccc(Br)cc3)sc2n1
 : 2.7% | 0.9% | -0.4% | 1.8% | 26.4% | . | . | i | .
4	O=C(COC(=O)c1cncc(Br)c1)Nc1ccc(N2CCCCC2)cc1
 : 16.0% | -7.1% | -1.1% | 5.7% | ? | -0.9% | i | i | -0.4
19	COc1ccc(NC(=O)Cn2c(=O)n(CCc3ccccc3)c(=O)c3c4c(sc32)CCCC4)cc1
 : 1.5% | -2.1% | -13.6% | -0.7% | 2.0% | . | . | i | .
10	O=[N+]([O-])c1cc(/C=N/Nc2nc3ccccc3[nH]2)c(O)cc1O
 : ? | -11.2% | ? | 14.0% | -19.8% | -13.7% | i | i | -1.6

# Next part
# Under each structure – TGFb inhibitor | HepG2 viability | A549 tox | Nrf2 activator | Nrf2 block | Mm-Cpn inhibitor | pAkt inh | S2 tox | CCT modulator
21	COc1ccc(N2C(=O)C3C(c4ccc(C(=O)O)cc4)NC(Cc4ccccc4)(C(=O)O)C3C2=O)c([N+](=O)[O-])c1 (configuration not stated)
 : 2.7% | 3.9% | -1.9% | -0.2% | 0.8% | 1.4% | i | i | 1.0
22	C[C@@H]1CN([C@H](C)CO)C(=O)c2cc(NC(=O)Cc3cn(C)c4ccccc34)ccc2O[C@H]1CN(C)C(=O)Nc1ccc2c(c1)OCO2
 : 8.4% | 3.1% | 1.2% | -0.5% | -12.0% | -3.9% | i | i | 0.8
23	OCCOCCNc1ncnc2sc(-c3ccccc3)cc12
 : -1.3% | -23.1% | 2.1% | 7.9% | -15.1% | -5.9% | i | i | 0.1
24	CSc1nsc(/C=C/Nc2cccc(Cl)c2)c1C#N
 : -18.5% | -6.1% | -2.2% | ? | 5.6% | . | i | i | 0.8
25	CCOC(=O)N1CCN(S(=O)(=O)c2cc(C)c(C)cc2C)CC1
 : -22.6% | -52.8% | 9.5% | -1.0% | -8.3% | 0.7% | i | i | -2.5

# Screens (PubChem BioAssay)
